Bioassay records: PubChem BioAssay, National Center for Advancing Translational Sciences (NCATS)
MCF10A rereplic – A quantitative high throughput screen for small molecules that induce DNA re-replication in MCF 10a normal breast cells. Potency, µM (series often up to 46.1 µM), inactives show at the highest dose activity, positive = re-replication, actives largely listed as activators. AID 624296, 2012. MCF 10A DNA re-replication, Hoechst nuclear intensity, 48 h. hit rate 2.9% among 350,000; note: potency is the fitted concentration of half-maximal effect; % of control where 0% means no effect; nearly all actives have a fitted effect of over 50% in size
IL-1B inflam inh – qHTS for Inhibitors of Inflammasome Signaling: IL-1-beta AlphaLISA Primary Screen; AID 743279, 2014; activity change, % at 57.5 µM; hit rate 4.7% among 360,000; THP-1 LPS/ATP IL-1B secretion, AlphaLISA, 16 h; hits give low values; in the data active = activity change below about -50%; inconclusive = mostly about -30% to -49%; note: % is set by controls: 0 for no effect and ±100 for the full control effect
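THP-1 cells pretreated 1 hr with compounds (up to 57.5 uM final), then stimulated with LPS (250 ng/mL final) plus ATP (1.25 mM final); secreted IL-1B measured by AlphaLISA after 16 hr, decreased signal indicating inhibition.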
ATXN2 expr inh – Primary qHTS for Inhibitors of ATXN expression. HEK-293 ATXN2-luciferase reporter, luminescence, 24 h. Potency, µM (top dose mostly 57 µM), for inactives: at the top dose activity change, negative = inhibition, most hits filed as inhibitors. hit rate 0.72% among 360,000. AID 1745845, 2022; note: potency is the fitted concentration of half-maximal effect; % is set by controls: 0 for no effect and ±100 for the full control effect; nearly all actives have a fitted effect of over 55% in size
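qHTS (up to 57 uM final) was run with 24 h compound exposure of reporter cells at 37 °C. Each well was multiplexed: SteadyGlo luminescence measured ATXN2-luciferase expression after a fluorogenic Gly-Phe-AFC viability readout (25 uM final).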
WRN helicase inh – qHTS for Inhibitors of WRN Helicase. WRN helicase unwinding, fluorescent forked duplex, kinetic. Potency, µM (highest dose often 114 µM), without a hit: at the top dose activity change, negative = inhibition, usual class: inhibitors. hit rate 0.46% among 360,000. AID 651768, 2012; note: potency is the fitted concentration of half-maximal effect; % is set by controls: 0 for no effect and ±100 for the full control effect; nearly all actives have a fitted effect of over 55% in size
Target sequence (Q14191 whole entry, looked up): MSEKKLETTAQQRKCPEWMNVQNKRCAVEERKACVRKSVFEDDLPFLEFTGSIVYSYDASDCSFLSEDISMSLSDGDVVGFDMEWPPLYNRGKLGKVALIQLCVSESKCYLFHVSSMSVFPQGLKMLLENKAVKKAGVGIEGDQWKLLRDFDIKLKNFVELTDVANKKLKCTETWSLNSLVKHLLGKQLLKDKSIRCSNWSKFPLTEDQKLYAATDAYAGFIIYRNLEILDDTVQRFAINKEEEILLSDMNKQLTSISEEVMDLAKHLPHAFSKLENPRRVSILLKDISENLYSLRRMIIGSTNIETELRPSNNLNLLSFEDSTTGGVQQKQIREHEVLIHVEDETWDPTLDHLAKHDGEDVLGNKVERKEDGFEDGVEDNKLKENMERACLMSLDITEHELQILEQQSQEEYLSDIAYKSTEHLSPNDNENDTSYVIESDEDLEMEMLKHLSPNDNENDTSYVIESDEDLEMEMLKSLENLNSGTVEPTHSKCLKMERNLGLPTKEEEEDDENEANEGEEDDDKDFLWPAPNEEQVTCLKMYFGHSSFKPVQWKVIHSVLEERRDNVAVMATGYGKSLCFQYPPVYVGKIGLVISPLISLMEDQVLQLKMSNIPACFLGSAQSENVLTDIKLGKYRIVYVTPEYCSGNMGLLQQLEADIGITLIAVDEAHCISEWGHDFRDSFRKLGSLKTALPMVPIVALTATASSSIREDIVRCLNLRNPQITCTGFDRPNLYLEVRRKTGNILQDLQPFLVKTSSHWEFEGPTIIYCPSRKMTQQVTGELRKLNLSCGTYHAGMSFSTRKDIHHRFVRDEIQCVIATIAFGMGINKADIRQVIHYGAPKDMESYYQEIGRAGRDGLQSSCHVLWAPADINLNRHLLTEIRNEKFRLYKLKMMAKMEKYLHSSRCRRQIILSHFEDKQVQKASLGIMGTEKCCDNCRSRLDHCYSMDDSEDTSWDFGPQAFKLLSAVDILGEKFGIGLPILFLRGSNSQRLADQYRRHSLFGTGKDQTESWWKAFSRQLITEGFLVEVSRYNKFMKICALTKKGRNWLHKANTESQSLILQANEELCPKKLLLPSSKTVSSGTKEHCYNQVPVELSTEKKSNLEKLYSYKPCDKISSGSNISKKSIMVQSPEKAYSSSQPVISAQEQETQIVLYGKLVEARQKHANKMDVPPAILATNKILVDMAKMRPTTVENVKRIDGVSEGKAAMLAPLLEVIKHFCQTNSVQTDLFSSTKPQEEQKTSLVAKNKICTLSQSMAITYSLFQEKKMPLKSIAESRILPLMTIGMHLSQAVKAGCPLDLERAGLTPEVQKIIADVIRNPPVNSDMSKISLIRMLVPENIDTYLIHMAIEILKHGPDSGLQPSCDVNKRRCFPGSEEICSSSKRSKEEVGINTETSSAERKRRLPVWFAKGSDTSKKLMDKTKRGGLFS
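Kinetic red-fluorescence monitoring (525/598 nm) tracks WRN helicase activity after 100 nM fluorophore-quencher forked duplex and 2 mM ATP are added to 20 nM enzyme pretreated 15 min at room temperature with compound.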
HT1080-NT tox – qHTS for induction of synthetic lethality in tumor cells producing 2HG: qHTS for the HT-1080-NT fibrosarcoma cell line. HT-1080-NT fibrosarcoma viability, CellTiter-Glo ATP luminescence, 48 h. Potency, µM (highest dose often 46.1 µM), for inactives: top-dose activity, negative = less viability, usual class: cytotoxic. hit rate 1.6% among 360,000. AID 686970, 2013;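 note: NT is the 2HG producing partner of a matched IDH1 knockdown line; potency is the fitted concentration of half-maximal effect; 0% = DMSO-treated cells and -100% = media-only wells without cells; nearly all actives have a fitted effect of over 55% in size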
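Read-out is CellTiter-Glo luminescence after 10 minutes at room temperature, following 48 hours' compound treatment of HT-1080-NT cells (750 cells/well, RPMI, 5% FBS, 37 degrees C).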
KB-V1 MDR tox – qHTS assay for MDR1-selective chemotherapeutics: Primary screen using the drug-selected MDR subline cells KB-V1 | KB-V1 MDR cells viability, CellTiter-Glo, 72 h | Potency, µM (doses to about 46.1 µM), without a hit: at the highest dose activity change, negative = cytotoxicity, actives largely listed as cytotoxic | hit rate 3.4% among 400,000; note: potency is the fitted concentration of half-maximal effect; % is set by controls: 0 for no effect and ±100 for the full control effect; nearly all actives have a fitted effect of over 60% in size
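Cytotoxicity toward P-gp-expressing KB-V1 cells was determined as loss of CellTiter-Glo luminescence after 72 h at 37 degrees C. Compounds were tested in quantitative HTS format across a concentration range, with curves fitted to normalized data.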
SW480 rereplic – A quantitative high throughput screen for small molecules that induce DNA re-replication in SW480 colon adenocarcinoma cells; SW480 DNA re-replication, Hoechst DNA content imaging, 48 h; Potency, µM (titrated, usually from 46.1 µM), for the others: at the top dose re-replication activation, actives largely listed as activators; hit rate 1.8% among 340,000; note: potency is the fitted concentration of half-maximal effect; % of control where 0% means no effect; nearly all actives have a fitted effect of over 55% in size
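Image-based DNA-content assay: after two days of treatment, nuclei were labelled with the DNA dye Hoechst and imaged, and hits were compounds raising the count of nuclei showing high fluorescence intensity.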
HT1080 IDH1KD tx – qHTS for induction of synthetic lethality in tumor cells producing 2HG: qHTS for the HT-1080-IDH1KD cell line. HT-1080 IDH1 knockdown viability, ATP luminescence, 48 h. Potency, µM (highest dose often 46.1 µM), inactives show top-dose activity, negative = toxicity, actives largely listed as cytotoxic. hit rate 2% among 360,000. AID 686971, 2013;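 note: potency is the fitted concentration of half-maximal effect; 0% = DMSO wells and -100% = cell-free medium wells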
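% activity derives from luminescence (CellTiter-Glo), normalised to DMSO and no-cell wells. HT-1080-IDH1KD cells, 750/well, had 48 h compound exposure at 37 °C.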
KB-3-1 cytotox – qHTS assay for MDR1-selective chemotherapeutics: Primary screen using the parental adenocarcinoma cell KB-3-1; Potency, µM (top dose mostly 46.1 µM), for inactives: at the top dose activity change, negative = cytotoxic, actives largely listed as cytotoxic; KB-3-1 viability, CellTiter-Glo ATP luminescence, 72 h; hit rate 1.4% among 400,000; note: potency is the fitted concentration of half-maximal effect; % is set by controls: 0 for no effect and ±100 for the full control effect; nearly all actives have a fitted effect of over 60% in size
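Cytotoxicity in the drug-sensitive parental line KB-3-1 was scored as loss of CellTiter-Glo luminescence following 72 h incubation with compound. Values come from curve fitting of normalized concentration-response data.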
Numbers without * were called inactive; u = inconclusive; x = no result given; [ ] = dose if it differs, or a comment. Unless noted, calls come from the whole dose curve; as a rule, active = well fitted curve in the direction sought with a large enough effect; inconclusive = small, poorly fitted or top-dose-only effect, or another doubt; inactive = no such curve, though single readings can be large; an effect the other way counts as inactive or inconclusive. Rows were taken by chance, and some 12% of all compounds hit somewhere here.

SMILES | MCF10A rereplic | IL-1B inflam inh | ATXN2 expr inh | WRN helicase inh | HT1080-NT tox | KB-V1 MDR tox | SW480 rereplic | HT1080 IDH1KD tx | KB-3-1 cytotox
O=C(Nc1cccc(Cl)c1)c1cccc(Oc2ccc([N+](=O)[O-])cc2Cl)c1 | u | -59* | x | -3% | u | u | 4.1µM* | u | 0%
Cc1ccccc1Nc1nnc(SCC(=O)c2cc3ccccc3o2)s1 | 6% | 22 | 6% | -9% | -2% | 0% | 3% | -10% | u
CC(=O)CC(C)(C)Nc1nc2ccc([N+](=O)[O-])cc2o1 | 2% | 33 | 2% | 18% | 1% | u | 3% | 0% | 5%
Cc1ccc(-n2c(-c3cnccn3)n[nH]c2=S)cc1 | 3% | 0 | -10% | 3% | 12% | 26% | -22% | 6% | 8%
CCCn1c2ccccc2c2nc3ccccc3nc21 | 22µM* | -1 | -5% | 0%[57.1 µM] | -17% | -12% | u | -5% | 4%
Cc1nn(C)c(C(=O)N2CCc3ccccc32)c1Br | u | 11 | 3% | -1% | 9% | u | 0% | -8% | -17%
C[C@H](NC(=O)c1nc[nH]c1C(=O)N[C@@H](C)c1ccccc1)c1ccccc1 | u | 9 | -4% | -8% | -19% | -8% | 1% | -22% | -1%
Cc1nc2ncnn2c(C)c1CCC(=O)NCCc1ccccc1 | 0% | 3 | 16% | 4% | -1% | 18% | -5% | 7% | 4%
CCC1(c2ccc(F)cc2)NC(=O)N(CC(=O)Nc2ccc(N3CCCCC3)cc2)C1=O (stereo not given) | 1% | 0 | 2% | -1% | -7% | 23µM* | 1% | -6% | -7%
O=C(CSc1nnnn1C1CCCCC1)NCc1cccc(C(=O)O)c1 | -2% | 4 | -2% | 13%[57.1 µM] | -1% | 30% | 1% | 4% | -7%
Cn1c(NC(=O)C[n+]2cc(-c3ccccc3)n3c2CCC3)cc(=O)n(C)c1=O | 2% | 31 | 6% | 8% | 12% | 2% | -7% | 10% | u
NC(=O)c1ccsc1NC(=O)CSc1nnc2ccccn12 | 1% | -7 | x | -7%[11.6 µM] | -4% | 17% | 152% | -5% | -14%
Nc1ccc2ccc(O)cc2c1 | 7.3µM* | 46 | -10% | u | -4% | -5% | 18µM* | 0% | -2%
CCN1CCN(C(=O)c2ccc3c(=O)n(CCC4=CCCCC4)c(=O)[nH]c3c2)CC1 | 28% | -7 | 3% | 1% | -8% | u | -2% | -21% | -5%
Cc1ccc(N2CCC(N3CCN(C4CCCCC4)C(CCO)C3)CC2)cc1 (stereo not given) | 2% | 12 | 1% | -3% | 0% | -2% | -8% | 0% | -1%
Fc1ccc(N2Cc3ccsc3C=N2)cc1 | -33%[inhibitor] | -2 | 7% | 7% | -1% | 4% | 1% | -1% | 17%
COc1ccc(/C=N\NC(=O)C2COc3ccccc3O2)cc1O (stereo not given) | u | 13 | -2% | -2% | 15µM* | u | 20% | 12µM* | -11%
COc1ccc2nc(/N=C/c3cccc(OC)c3O)sc2c1 | -1% | 15 | 16% | -6%[57.1 µM] | 9% | 11% | 2% | -4% | -1%
COCCNC(=O)c1ccc(C(=O)C(=O)c2ccccc2)cc1 | 4% | 18 | 2% | -1% | u | u | 2% | 29% | u
Cc1cc(C(=O)Nc2ccc(CC(=O)O)cc2)c(C)o1 | 1% | -9 | -5% | 11% | 3% | -18% | -3% | 12% | -1%
COCCn1c(=N)c(S(=O)(=O)c2ccc(Br)cc2)cc2c(=O)n3ccccc3nc21 | -11% | 3 | x | 2% | 5% | -8% | -8% | 10% | -7%
CC(Sc1n[nH]c(-c2cccs2)n1)C(=O)N1CCCC1 (stereo not given) | -21% | 9 | 9% | 7% | 4% | 0% | 5% | 7% | 14%
CCCCCCNCc1ccc(Br)cc1 | u | -56* | -13% | -5% | u | u | -5% | u | 2%
O=C(NCc1cccs1)c1cccnc1Cl | 4% | -5 | 7% | -6%[57.1 µM] | 11% | 4% | -1% | 13% | -8%

As a working copy, some entries already given:
SMILES | MCF10A rereplic | IL-1B inflam inh | ATXN2 expr inh | WRN helicase inh | HT1080-NT tox | KB-V1 MDR tox | SW480 rereplic | HT1080 IDH1KD tx | KB-3-1 cytotox
Cc1ccc(N2CCC(N3CCN(C4CCCCC4)C(CCO)C3)CC2)cc1 (stereo not given) | 2% | 12 | 1% | -3% | 0% | -2% | -8% | 0% | -1%
Fc1ccc(N2Cc3ccsc3C=N2)cc1 | -33%[inhibitor] | -2 | 7% | 7% | -1% | 4% | 1% | -1% | 17%

(cont.)
SMILES | MCF10A rereplic | IL-1B inflam inh | ATXN2 expr inh | WRN helicase inh | HT1080-NT tox | KB-V1 MDR tox | SW480 rereplic | HT1080 IDH1KD tx | KB-3-1 cytotox
CCc1ccc(OC(C)c2nnc(SCC(=O)Nc3ncccc3C)n2C)cc1 (stereo not given) | 18% | 0 | -10% | 1% | -7% | u | 7% | -6% | -10%
Cc1ccc(C(C(=O)NC2CCCCC2)N(C(=O)c2csnn2)c2ccccc2F)o1 (stereo not given) | 1% | -12 | 2% | -4%[57.1 µM] | 0% | -2% | -39%[inhibitor] | -1% | 5%
CCCOc1ccc(OCCSc2ncccn2)cc1 | 19% | -16 | 59%[activator] | -4% | 2% | -6% | 3% | 3% | 0%
NC(=O)c1cccc(-c2cnc(N)c(C(=O)c3cccnc3)n2)c1 | u | -95* | -39% | -13% | -19% | -13% | 1% | -25% | u
CC(C)C(NC(=O)c1ccco1)C(=O)OCC(=O)c1ccccc1 (stereo not given) | -9% | 31 | 12% | 8% | 8% | 19% | -2% | 5% | 2%
CCOC(=O)c1cnc(SSc2ncc(C(=O)OCC)c(N)n2)nc1N | 5% | 0 | x | 1% | 1% | 6% | -3% | -4% | 1%
COc1ccc(C(=O)c2ccccc2Cl)cc1 | 1% | 5 | 2% | -4% | 5% | 11% | -2% | 7% | 1%
Cc1cc(OCC(=O)Nc2ccc3oc(=O)ccc3c2)ccc1Cl | 11% | 8 | 0% | -19% | 23% | -12% | -6% | -17% | 29%
CCN(CC(=O)NCc1ccc(Cl)cc1)C(=O)c1oc2ccccc2c1C | 20% | 9 | -6% | 8% | -25% | 7% | -1% | -13% | -3%
O=C(CCl)NC1(C(F)(F)F)C(=O)Nc2c1c(=O)[nH]c(=O)n2-c1ccccc1 (stereo not given) | 5% | 15 | -5% | 8% | 10% | 5% | 4% | 7% | 10%
COc1ccc2nc(N3CCCC(C(=O)NCCCN4C(C)CCCC4C)C3)sc2c1 (stereo not given) | 16% | -70* | 0% | -5% | -6% | -25% | 7% | -18% | -21%
Cc1ccc([C@H]2C[C@H](n3cc(C4CC4)nn3)[C@@H](O)CN2CC2CCCCC2)cc1 | x | -13 | u | -4% | u | u | x | u | u
CCN(Cc1nc2cc(Cl)ccc2c(=O)[nH]1)C(=O)c1cccc(NC(=O)c2cccs2)c1 | 9% | -15 | x | -1% | u | 1% | 2% | -25% | -16%
Nc1ccc2nc(-c3ccc(Cl)cc3)[nH]c2c1 | u | -18 | u | -7%[57.1 µM] | 23µM* | 5% | 2% | 21µM* | 18µM*
CCCCCCC(=O)Nc1ccc(S(=O)(=O)Nc2onc(C)c2C)cc1 | 2% | 28 | x | -5% | -4% | 15% | 5% | 3% | 4%
C=CCn1c(SCc2c(C)noc2C)nc2cc(C(=O)O)ccc2c1=O | 2.9µM* | 31 | 11% | 1% | 6.3µM* | u | u | 7.1µM* | u
N#Cc1ccc(Oc2ccc(/C=N/O)cn2)cc1 | 2% | 6 | 5% | 3% | -1% | 0% | -5% | 5% | -11%
COc1ccc(S(=O)(=O)Nc2ccccc2C(=O)N2CCCC2)cc1C | 0% | -5 | -13% | -4% | 11% | -18% | -4% | -1% | 3%
COc1ccc(C(=O)NCCn2cc(SCC(=O)NCc3ccco3)c3ccccc32)cc1 | -22% | -2 | 15% | -24% | -4% | u | u | u | 16µM*
COc1ccc(CN(CC(=O)NCCc2ccccc2)C(=O)CCC(=O)Nc2cc(C)ccn2)cc1 | -3% | 21 | -1% | 0% | -2% | u | 0% | -2% | 4%
O=C(CCl)NC(Cc1ccccc1)C(=O)OCC(=O)c1ccc(-c2ccccc2)cc1 (stereo not given) | 16% | -86* | -22% | 3% | -25% | 2% | -3% | u | 23%
N#C/C(=C/c1ccccc1OCc1ccc(F)cc1)c1ccc(C(=O)O)cc1 | 4% | 45 | 1% | -3% | 0% | u | u | -1% | 13%
COc1ccc(C(=O)NC2CC2)cc1OC1CCN(C/C=C/c2ccccc2)CC1 | 16% | u | -3% | 4% | -11% | 16µM* | 9% | -8% | 2%
CCCOc1cccc(C2/C(=C(/O)c3ccc(F)cc3)C(=O)C(=O)N2CCN(C)C)c1 (stereo not given) | -24% | 12 | 5% | 8% | 13% | 8% | -1%[9.22 µM] | 14% | 0%
CCOc1ccc(-c2cccc(NC(=O)COc3ccccc3)c2)nn1 | 8% | -1 | x | -5% | 6% | -3% | -23% | 13% | 1%
Cc1cccc(NC(=S)N2CCN(c3ccccc3F)CC2)c1C | 2% | 2 | -1% | 5% | 5% | 0% | u | 3% | 6%
Cc1cc(COc2ccccc2)oc1C(=O)O | 9% | 2 | x | 1% | -7% | -2% | -7% | -13% | -11%
